From PubChem BioAssay
APEX1 inh – APE1 (human) endonuclease inhibition. P27695. recombinant APE1, TAMRA/BHQ-2 abasic DNA cleavage fluorescence. Potency, µM (series often up to 65.8 µM), for inactives: top-dose activity change, negative = inhibition, actives largely listed as inhibitors. 0.35% of 350,000 active. AID 2517;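 further: potency means the concentration at half of the fitted maximal effect; plate controls were vehicle for no effect and reference inhibitor for full effect; nearly all actives have a fitted effect of over 55% in size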
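Compound pre-exposure to 0.75 nM APE1, 15 min at ambient temperature. Reaction initiated with 50 nM TAMRA/BHQ-2 THF substrate, read immediately in kinetic mode, 525 nm excitation, 598 nm emission.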
POLK inh – blocks human DNA polymerase kappa activity; purified Pol kappa, fluorescent DNA synthesis assay, 10 min; Potency, µM (titrated, usually from 107 µM), inactives show top-dose activity, negative = inhibition, hits mostly inhibitors; 0.53% of 400,000 active; AID 588579; further: potency means the concentration at half of the fitted maximal effect; on the % scale 0 is the no-effect control and ±100 the full control effect
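Enzyme at 10 nM met test compounds for 15 min at room temperature. Substrate addition (50 nM final) began the reaction, which was monitored by fluorescence at 0 and 10 min.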
Tb PGK inh – T. brucei PGK inhibition; 0.043% of 380,000 active; AID 602233; Potency, µM (series often up to 57.5 µM), inactives show at the highest dose activity change, negative = inhibition, most hits filed as inhibitors; PGK/GAPDH coupled, Kinase-Glo luminescence, 60 min; further: potency means the concentration at half of the fitted maximal effect; on the % scale 0 is the no-effect control and ±100 the full control effect; nearly all actives have a fitted effect of over 60% in size
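Luminescent ATP detection (Kinase-Glo Plus) follows a 60-minute room-temperature incubation, with wells lacking PGK as controls. Buffer: 100 mM TEA (pH 7.6), 5 mM MgCl2, 0.01% Tween-20. Coupling enzyme GAPDH (100 nM final) supplies unstable 1,3-BPG in-well.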
Pol beta inh – blocks human DNA polymerase beta activity; 1.3% of 340,000 active; P06746; Pol beta primer extension/strand displacement, fluorescence kinetic; Potency, µM (series often up to 114 µM), inactives show top-dose activity change, negative = inhibition, actives largely listed as inhibitors; further: potency means the concentration at half of the fitted maximal effect; on the % scale 0 is the no-effect control and ±100 the full control effect
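Curves were derived by four-parameter Hill fits of normalized qHTS data. The kinetic fluorescent primer-extension read was taken at 0 and 10 min after 50 nM substrate, following a 15 min room-temperature preincubation of 10 nM enzyme with compounds.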
BLM helicase inh – blocks DNA unwinding by human BLM helicase | P54132 | recombinant BLM DNA unwinding, fluorescence dequenching | Potency, µM (top dose mostly 56.1 µM), for inactives: at the top dose activity change, negative = inhibition, usual class: inhibitors | 0.2% of 350,000 active | AID 2528;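 further: potency means the concentration at half of the fitted maximal effect; plate controls were vehicle for no effect and no enzyme for full effect; nearly all actives have a fitted effect of over 35% in size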
POLI inh – DNA polymerase iota (human) inhibition; Pol iota fluorescent replication assay, 10 min; Potency, µM (titrated, usually from 115 µM), for inactives: at the highest dose activity, negative = inhibition, hits mostly inhibitors; Q9UNA4; 1% of 390,000 active; further: potency means the concentration at half of the fitted maximal effect
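Fluorescent replication assay read twice, at 0 min and 10 min after adding 50 nM (final) substrate. Enzyme (10 nM) and compounds were first incubated 15 min at room temperature; enzyme-free buffer wells were negative controls.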
Apoferritin bind – binds horse apoferritin like a general anesthetic; Potency, µM (top dose mostly 77.5 µM), inactives show at the highest dose activity change, negative = displacement, usual class: inhibitors; P02791; apoferritin/1-aminoanthracene competitive binding, fluorescence; 0.074% of 350,000 active; further: potency means the concentration at half of the fitted maximal effect; on the % scale 0 is the no-effect control and ±100 the full control effect; nearly all actives have a fitted effect of over 20% in size
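Apoferritin-based anesthetic binding model; compound displacement of fluorescent 1-AMA measured as endpoint fluorescence after 10 minutes at room temperature, scaled to free-ligand and complex controls.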
RXFP1 antag – blocks the human relaxin receptor RXFP1 | Q9HBX9 | HEK293-RXFP1, relaxin-stimulated cAMP HTRF, 30 min; stronger effect = lower value | activity change, negative = inhibition, % at 57.5 µM | 0.59% of 350,000 active | AID 1259400;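 active means activity change of -60% or lower, but not beyond a set lower limit; inconclusive means change between -60% and -40%, or beyond the set limit; inactive means change above -40%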; further: on the % scale 0 is the no-effect control and ±100 the full control effect
Pol eta inh – inhibitors of human DNA polymerase eta. recombinant Pol eta, fluorescent DNA replication assay. Potency, µM (doses to about 114 µM), inactives show at the highest dose activity change, negative = inhibition, hits mostly inhibitors. 1.2% of 390,000 active; further: potency means the concentration at half of the fitted maximal effect; on the % scale 0 is the no-effect control and ±100 the full control effect
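Fluorescent replication assay: 50 nM final substrate added after a 15 min room-temperature compound preincubation with 10 nM enzyme. Signal taken at 0 min and again at 10 min.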
* marks the source's active call; other numbers are inactive results; i = inactive; ? = inconclusive; / = not tested or not shown; [ ] = dose if it differs, or a comment. Unless noted, the call rests on the fitted dose curve; in most records, active means well fitted curve in the direction sought with a large enough effect; inconclusive means small, poorly fitted or top-dose-only effect, or another doubt; inactive means no such curve, though single readings can be large; an effect the other way counts as inactive or inconclusive. A portion of the library; the hit share may differ from the screen's.

SMILES	APEX1 inh	POLK inh	Tb PGK inh	Pol beta inh	BLM helicase inh	POLI inh	Apoferritin bind	RXFP1 antag	Pol eta inh
COc1cc(CNCCSc2nnnn2C)ccc1OCc1ccc(Cl)cc1Cl	/	-20%	i	-25%	2%	-22%	?	/	-18%
Cc1cc(C(=O)Nc2cccc(-c3ccc(N4CCOCC4)nn3)c2)ccc1[N+](=O)[O-]	0%	6%	-2%	/	/	-6%	/	8	4%
Cc1cc(C(=O)NNC(=S)NCC(C)C)no1	8%	-13%	i	50%	0%	?	-17%	7	-4%
Cc1cccc(CNC(=O)c2ccc(NC(=O)C3=CSCCO3)cc2)c1	25%	-12%	0%	0%	-4%	9%	-12%	1	0%
Cc1cccc(N2CCCn3c2nc2c3c(=O)n(CCN3CCOCC3)c(=O)n2C)c1	-3%	-1%	/	10%	-3%	30%[activator]	-7%	-9	-19%
COc1ccccc1C(=O)NCCCCNC(=O)c1ccccc1OC	/	-9%	-7%	/	/	-5%[58.9 µM]	/	-5	-26%
CC1CN(c2nc(N(C)c3ccccc3)nc(N)c2[N+](=O)[O-])CC(C)O1 (stereo not given)	-5%	-9%	i	-8%	-4%	14%	-24%	-3	-1%
CCn1c(N)c(C(=O)NCc2ccco2)sc1=S	-1%	-4%	6%	38%	3%	14%	-9%	15	-11%
Cc1ccccc1NC(=O)Cc1nc(COC(=O)c2ccc(Cl)c(S(N)(=O)=O)c2)cs1	3%	-10%	-3%	/	/	-8%	/	-9	-8%
O=S(=O)(Nc1ccccc1Cl)c1cccc2nsnc12	-25%	-34%	i	?	-7%	?	?	9	-6%
O=C(COC(=O)CCC1CCCC1)Nc1ccc(Cl)cc1F	0%	-6%	16%	1%	-1%	489%[activator]	?	-18	-13%
CCC(C)N1CC(O)=C(c2nc3ccccc3[nH]2)C1=N (stereo not given)	0%	-3%	/	-3%	1%	13%	-15%	-28	-7%
COc1ccc(/C=N/NC(=O)c2cc(-c3cccnc3)nc3ccccc23)c(OC)c1	?	-5%	-8%	-5%	-11%	?	-10%	1	-9%
Cc1cc(N(C)C(=O)c2ccc3c(c2)S(=O)(=O)c2cc(Cl)ccc2C3=O)c(C(F)(F)F)o1	18%	16%	-3%	/	/	29%	/	/	-18%
O=[N+]([O-])c1cc2c(c(CSc3nnc(Nc4ccccc4)s3)c1)OCOC2	-4%	-5%	1%	1%	-4%	-6%	-13%	-18	-15%
COc1ccc(NC(=O)O/N=C/c2ccncc2)cc1	6%	-22%	-1%	-18%	-2%	1%	-6%	10	2%
O=C(CN1CCN(Cc2ccccc2)CC1)NC(=O)NC1CCCCC1	2%	0%	-3%	18%	0%	4%	-1%	1	9%
COCc1[nH][nH]c(=O)c1C=NCC(=O)OC	-2%	2%	6%	0%	-1%	30%[activator]	-2%	10	-17%
CCOC(=O)C1CCN(C(=O)CN(c2cc(Cl)ccc2OC)S(=O)(=O)c2ccccc2)CC1	10%	-4%	i	17%	-2%	0%	-15%	-26	-28%
CCOC(=O)c1sc(=S)n(C)c1C	-10%	-4%	-1%	11%	0%	17%	?	2	-15%
CCOc1ccc(C(=O)c2cn(CC(=O)Nc3ccc4c(c3)OCO4)c3ccc(OCC)cc3c2=O)cc1	/	-6%	1%	14%	-9%	14%	-11%	/	-5%
CCCNS(=O)(=O)c1cccc2cccnc12	1%	10%	0%	18%	2%	24%	-11%	/	-4%
NC(=O)/C(=C/c1ccco1)NC(=O)/C=C/c1ccccc1	1%	-13%	-11%	-9%	-4%	37%	2%	-8	-1%
CCOc1ccc(-c2noc(-c3cccnc3)n2)cc1OC	-3%	-11%	1%	28%	5%	55%[activator]	-9%	-31	1%
COc1cc(NCCC(=O)c2cccs2)c(OC)cc1Cl	-3%	-6%	-8%	-1%	-8%	56%[activator]	-12%	-16	-4%
Carrying on.
SMILES	APEX1 inh	POLK inh	Tb PGK inh	Pol beta inh	BLM helicase inh	POLI inh	Apoferritin bind	RXFP1 antag	Pol eta inh
COc1ccc(Cl)cc1NC(=O)CCN1C(=O)C2CC=CCC2C1=O (stereo not given)	29%	-14%	-6%	4%	1%	-2%	-20%	5	-4%
Cc1cc(NC(=O)CCN2CCN(C)CC2)ccc1Br	22%	-2%	-8%	1%	-8%	108%[activator]	-6%	-30	-4%
COc1cccc(CNC(=O)c2nn(-c3ccc(C)cc3)c(=O)c3c2c2ccccc2n3C)c1	/	4%	-2%	17%	-1%	?	-3%	-6	-11%
O=C(C1CCN(S(=O)(=O)c2cnc[nH]2)CC1)N1CCc2ccccc2C1	16%	-12%	-6%	-2%	0%	-9%	6%	-9	-8%
CCCn1c(SCC(=O)N2CCc3ccccc3C2)nc(O)cc1=O	7%	?	-1%	/	/	10µM*	/	-15	6%
Cn1cc(SCC(=O)NC2CCCC2)c2ccccc21	3%	13%	-5%	47%	-9%	32%[activator]	-3%	-4	-19%
CCOC(=O)/C(C#N)=C(\O)c1ccc(NC(=O)c2ccc([N+](=O)[O-])cc2)cc1	?	-37%	-5%	18%	-4%	8%	-3%	-12	-21%
Cc1cccc(NS(=O)(=O)c2cccc(C(=O)NCCCN3CCCC3=O)c2)c1	-12%	-9%	-11%	/	/	18%	/	-10	-22%
COc1ccc(-c2cc(C(=O)N(C)Cc3ccccc3)c3ccccc3n2)cc1	-4%	-5%	-5%	5%	-17%	113%[activator]	-11%	2	-14%
CCc1noc(C)c1C(=O)NNC(=O)COc1cc(C)ccc1C	44%[activator]	12%	i	/	/	0%	/	3	-14%
CC(C)C(=O)Nc1nnc(SCC(=O)NC2CC2)s1	-2%	-6%	3%	0%	1%	11%	-5%	1	-2%
CCOC(=O)c1c(C)[nH]c(C)c1C(=O)COC(=O)Cc1ccc(OC)c(OC)c1	4%	-16%	5%	/	/	5%	/	-35	-2%
O=C(CCc1ccccc1)Nc1cccnc1	5%	-4%	-6%	9%	-5%	33%[activator]	-4%	2	-18%
CC1=C(C(=O)Nc2ccccn2)C(c2ccc(N(C)C)cc2)n2ncnc2N1 (stereo not given)	-3%	-6%	/	30%	0%	-19%	-10%	1	-5%
Cc1ccc(C(=O)c2c(NC(=O)c3ccccc3C)sc(C)c2C)cc1	-3%	-14%	i	2%	-7%	1%	-15%	-1	-3%
CN(C)CCNC(=O)CNC(=S)N(CCCN1CCOCC1)Cc1cccs1	10%	-9%	i	59%	0%	18%	5%	2	-11%
CC(=O)N1CCC(N(CCN2CCOCC2)C(=S)Nc2ccc(C)c(C)c2)CC1	-2%	-8%	-10%	2%	0%	8%	-7%	6	-2%
CC1=C(C)CC(C(=O)c2ccc(C)cc2)C(C(=O)O)C1 (stereo not given)	5%	5%	2%	5%	-2%	13%	-17%	3	6%
CC(C)c1ccc(C(C(=O)NC2CCCC2)N(C(=O)CNC(=O)c2ccco2)c2cccnc2)cc1 (stereo not given)	1%	-18%	3%	-3%	-1%	4%	5%	1	-5%
COc1ccc(NC(=O)CN(C)CC(=O)N2CCCCCC2)cc1	6%	-11%	-4%	/	/	6%	/	-90*	-6%
COC(=O)c1ccc(-c2nc3cc(N)ccc3o2)cc1	7%	-3%	-5%	0%	2%	2%	-7%	2	-14%
CCn1cc[n+](C)c1P(c1ccccc1)c1ccccc1	-1%	-5%	-1%	16%	-5%	-2%	-5%	-2	-14%
Nc1c(C(=O)CSc2nnc(Cc3ccccc3)o2)c(=O)[nH]c(=O)n1C1CC1	9%	-18%	i	/	/	?	/	2	-2%
CN(CC(=O)Nc1cccc(F)c1)C(=O)c1ccc(OCc2cn3ccccc3n2)cc1	5%	-29%	-5%	/	/	45µM*	/	1	-17%
O=C(CC(NCc1cccnc1)C(=O)O)Nc1ccc(F)cc1 (stereo not given)	/	-3%	-7%	9%	-1%	-9%	5%	-2	-5%

13 structures from above, ordered by count of non-hydrogen atoms, high to low.
SMILES	APEX1 inh	POLK inh	Tb PGK inh	Pol beta inh	BLM helicase inh	POLI inh	Apoferritin bind	RXFP1 antag	Pol eta inh
CC(C)c1ccc(C(C(=O)NC2CCCC2)N(C(=O)CNC(=O)c2ccco2)c2cccnc2)cc1 (stereo not given)	1%	-18%	3%	-3%	-1%	4%	5%	1	-5%
COc1cccc(CNC(=O)c2nn(-c3ccc(C)cc3)c(=O)c3c2c2ccccc2n3C)c1	/	4%	-2%	17%	-1%	?	-3%	-6	-11%
CN(CC(=O)Nc1cccc(F)c1)C(=O)c1ccc(OCc2cn3ccccc3n2)cc1	5%	-29%	-5%	/	/	45µM*	/	1	-17%
COc1ccc(-c2cc(C(=O)N(C)Cc3ccccc3)c3ccccc3n2)cc1	-4%	-5%	-5%	5%	-17%	113%[activator]	-11%	2	-14%
Nc1c(C(=O)CSc2nnc(Cc3ccccc3)o2)c(=O)[nH]c(=O)n1C1CC1	9%	-18%	i	/	/	?	/	2	-2%
O=C(C1CCN(S(=O)(=O)c2cnc[nH]2)CC1)N1CCc2ccccc2C1	16%	-12%	-6%	-2%	0%	-9%	6%	-9	-8%
COc1ccc(Cl)cc1NC(=O)CCN1C(=O)C2CC=CCC2C1=O (stereo not given)	29%	-14%	-6%	4%	1%	-2%	-20%	5	-4%
COc1ccc(NC(=O)CN(C)CC(=O)N2CCCCCC2)cc1	6%	-11%	-4%	/	/	6%	/	-90*	-6%
O=C(CC(NCc1cccnc1)C(=O)O)Nc1ccc(F)cc1 (stereo not given)	/	-3%	-7%	9%	-1%	-9%	5%	-2	-5%
CCn1cc[n+](C)c1P(c1ccccc1)c1ccccc1	-1%	-5%	-1%	16%	-5%	-2%	-5%	-2	-14%
Cn1cc(SCC(=O)NC2CCCC2)c2ccccc21	3%	13%	-5%	47%	-9%	32%[activator]	-3%	-4	-19%
CC(C)C(=O)Nc1nnc(SCC(=O)NC2CC2)s1	-2%	-6%	3%	0%	1%	11%	-5%	1	-2%
O=C(CCc1ccccc1)Nc1cccnc1	5%	-4%	-6%	9%	-5%	33%[activator]	-4%	2	-18%
